IL2 activator – activates IL-2 in a cell-based reporter assay | IL-2 activation reporter assay, cell-based qHTS; stimulated with anti-CD3/CD4/CD28 beads; in transgenic mouse T cells | activation, % (series mostly up to about 46 µM) | actives 0.065% (n = 360,000) | AID 652025; in the data active = activation above about 50%; inconclusive = mostly about 30% to 49%; also: 0% is about no effect
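Unstimulated transgenic mouse T cells, 750 per well, received compound and, after 60 minutes, anti-CD3/anti-CD4 bead plus anti-CD28 stimulation. EGFP and DsRed were quantified after 18 hours.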
HepG2 tox – kills HepG2 cells in TGF-b inhibitor counter-screen; actives 0.76% (n = 410,000); Potency, µM (series often up to 46.1 µM), for the others: at the highest dose activity change, negative = cytotoxicity, hits mostly cytotoxic; HepG2 CAGA-GFP viability, ATP luminescence, 18 h; also: potency is read from the fitted curve at half-maximal effect; some results filed as inactive show a strong effect at the top dose
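CellTiter-Glo luminescence gave cytotoxicity after 18 hours at 37 degrees C. The cells were HepG2 CAGA-GFP in 1% FBS DMEM, stimulated with 500 pg/mL TGF-beta after compound addition. %Activity was normalised to no-cell wells (complete cell-killing) and DMSO (no toxicity), and curves were fitted and classified.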
TGFb SMAD3 inh – blocks TGF-b signaling. HepG2 CAGA-GFP TGF-b/SMAD3 reporter, GFP fluorescence, 18 h; TGF-beta stimulated, 500 pg/mL final. Potency, µM (top dose mostly 46.1 µM), without a hit: top-dose activity, negative = inhibition, actives largely listed as inhibitors. actives 1.2% (n = 410,000). AID 588855; also: potency is read from the fitted curve at half-maximal effect; % is scaled to controls: 0 for no effect and ±100 for the full control effect; nearly all actives have a fitted effect of over 65% in size
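HEPG2 CAGA-GFP, 1000 cells/well; 2 h settle, 37 C; cpd via pin tool; TGF-b 500 pg/mL final; 18 h, 37 C; GFP imaging ex488/em500-530; %Activity normalised to -TGF-b and +DMSO controls; CRC fit, curve class.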
A549 tox – kills or reduces viability of A549 cells in Nrf2 counter-screen; Potency, µM (titrated, usually from 46 µM), without a hit: top-dose activity change, negative = cytotoxicity, actives largely listed as inhibitors; A549 ARE-Fluc cells, CellTiter-Fluor viability, 18-24 h; AID 504648; actives 0.16% (n = 390,000); also: potency is read from the fitted curve at half-maximal effect; % is scaled to controls: 0 for no effect and ±100 for the full control effect
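A549 ARE_Fluc cells in 5% FBS OPTI-MEM were exposed to compounds in concentration-response for 18-24 h at 37 deg C. Viability was read by CellTiter-Fluor fluorescence (Ex 405/Em 525) after 30 min, before the luciferase read.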
Nrf2 block – Nrf2 pathway inhibition. A549 ARE-Fluc reporter, luciferase luminescence, 18-24 h. Potency, µM (doses to about 46 µM), without a hit: at the top dose activity change, negative = inhibition, actives largely listed as inhibitors. actives 2.1% (n = 360,000). AID 504444; also: potency is read from the fitted curve at half-maximal effect; % is scaled to controls: 0 for no effect and ±100 for the full control effect; nearly all actives have a fitted effect of over 60% in size
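A549 ARE_Fluc cells (5000/well, 5% FBS OPTI-MEM) pre-incubated 2 h, then treated with compounds 18-24 h at 37C/5% CO2 in concentration-response. CellTiter-Fluor viability read first; BugLite luciferase luminescence after 15 min at room temperature gives Nrf2 activity.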
Nrf2 ARE act – Nrf2 pathway activation; AREc32 ARE-luciferase reporter (MCF7-derived line), luminescence, 24 h; Potency, µM (doses to about 46.1 µM), for inactives: at the top dose activation, most hits filed as activators; actives 0.31% (n = 410,000); also: potency is read from the fitted curve at half-maximal effect; % of control where 0% means no effect; nearly all actives have a fitted effect of over 65% in size
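Nrf2 activation is followed as ARE-luciferase induction in the AREc32 line after one day of compound treatment; luminescence is read with Steady-Glo.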
ATXN viability – reduces viability in counter-screen for ATXN expression inhibitors; actives 0.49% (n = 400,000); Potency, µM (series often up to 56.7 µM), most hits filed as cytotoxic; AID 651635; S2 cells (HEK-293 line with an ATXN2-luciferase reporter) viability, CellTiter-Fluor protease fluorescence, 24 h; also: potency is read from the fitted curve at half-maximal effect; nearly all actives have a fitted effect of over 40% in size
EPAC2 agonist – agonists of human EPAC2 (RAPGEF4) | EPAC2 activation, biochemical qHTS; response scale: 100% = 6.5 mM cAMP response | Potency, µM (highest dose often 154 µM), inactives show top-dose activation, actives largely listed as activators | Q8WZA2 | actives 0.079% (n = 360,000); also: potency is read from the fitted curve at half-maximal effect; nearly all actives have a fitted effect of over 50% in size
Target sequence (Q8WZA2 whole entry, looked up): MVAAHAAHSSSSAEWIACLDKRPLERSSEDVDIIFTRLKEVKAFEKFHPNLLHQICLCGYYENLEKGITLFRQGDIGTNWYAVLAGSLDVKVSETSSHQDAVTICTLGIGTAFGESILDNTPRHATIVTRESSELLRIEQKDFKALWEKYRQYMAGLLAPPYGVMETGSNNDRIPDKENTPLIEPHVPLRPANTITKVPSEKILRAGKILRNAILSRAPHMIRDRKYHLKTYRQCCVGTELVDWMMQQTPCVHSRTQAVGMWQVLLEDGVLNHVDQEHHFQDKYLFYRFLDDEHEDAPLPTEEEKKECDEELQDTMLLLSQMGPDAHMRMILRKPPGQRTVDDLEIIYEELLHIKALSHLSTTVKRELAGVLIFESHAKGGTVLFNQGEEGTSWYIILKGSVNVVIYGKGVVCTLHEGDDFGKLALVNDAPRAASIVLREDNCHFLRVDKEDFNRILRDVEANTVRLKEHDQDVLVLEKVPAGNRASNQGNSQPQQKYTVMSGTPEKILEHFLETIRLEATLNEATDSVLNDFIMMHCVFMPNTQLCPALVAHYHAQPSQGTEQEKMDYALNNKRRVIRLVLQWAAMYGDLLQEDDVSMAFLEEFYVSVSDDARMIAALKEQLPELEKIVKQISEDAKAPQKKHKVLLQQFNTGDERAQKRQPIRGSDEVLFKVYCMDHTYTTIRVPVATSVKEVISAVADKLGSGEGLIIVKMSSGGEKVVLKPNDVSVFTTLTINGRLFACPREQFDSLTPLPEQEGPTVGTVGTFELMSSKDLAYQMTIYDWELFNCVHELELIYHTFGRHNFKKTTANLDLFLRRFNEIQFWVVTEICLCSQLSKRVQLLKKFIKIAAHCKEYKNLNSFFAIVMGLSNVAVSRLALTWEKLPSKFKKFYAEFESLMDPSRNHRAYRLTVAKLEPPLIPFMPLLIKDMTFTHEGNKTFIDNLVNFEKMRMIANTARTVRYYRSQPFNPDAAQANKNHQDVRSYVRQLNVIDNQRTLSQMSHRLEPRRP
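Nucleotide exchange monitored as fluorescence drop when BODIPY-GDP leaves Rap1B. Reaction: 100 nM EPAC2, 250 nM RAP1B-BODIPY-GDP, 50 uM GDP, room temperature, kinetic read over 30 min. Activity expressed relative to 6.5 mM cAMP.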
ATXN2 expr inh – ATXN2 expression inhibition; Potency, µM (highest dose often 57 µM), without a hit: top-dose activity change, negative = inhibition, most hits filed as inhibitors; actives 0.72% (n = 360,000); HEK-293 ATXN2-luciferase reporter, luminescence, 24 h; AID 1745845; also: potency is read from the fitted curve at half-maximal effect; % is scaled to controls: 0 for no effect and ±100 for the full control effect; nearly all actives have a fitted effect of over 55% in size
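qHTS (up to 57 uM final) was run with 24 h compound exposure of reporter cells at 37 °C. Each well was multiplexed: SteadyGlo luminescence measured ATXN2-luciferase expression after a fluorogenic Gly-Phe-AFC viability readout (25 uM final).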
An asterisk follows results filed as active; i = inactive; ? = inconclusive; . = no result given; & = joins results of further samples; [ ] = another dose, or the depositor's remark. Unless noted, calls follow the shape of the dose curve; as a rule, active = well fitted curve in the direction sought with a large enough effect; inconclusive = small, poorly fitted or top-dose-only effect, or another doubt; inactive = no such curve, though single readings can be large; an effect the other way counts as inactive or inconclusive. Rows are unselected. Share with any hit: about 4.3%.

SMILES	IL2 activator	HepG2 tox	TGFb SMAD3 inh	A549 tox	Nrf2 block	Nrf2 ARE act	ATXN viability	EPAC2 agonist	ATXN2 expr inh
CC(Cc1cccnc1)NC(=O)c1cc(COc2ccc(F)cc2F)on1 (stereo not drawn)	-4.0	-2.7%	11.7%	5.5%	-7.2%	-0.6%	i	0.5%	3.1%
Cc1ccnc(NS(=O)(=O)c2ccc(Oc3ccccc3)cc2)c1	0.9	-35.7%	0.0%	-12.6%	-26.7%	-0.6%	.	3.1%	.
COc1ccccc1CN1CC(C(=O)NCCc2ccc(Cl)cc2)CC1=O (stereo not drawn)	-2.7	-7.2%	-1.5%	-0.3%	8.9%	-0.6%	i	-6.6%	-11.3%
COc1cccc(OCc2cc(C(=O)N3CCN(C)C(c4ccccc4)C3)no2)c1 (stereo not drawn)	-0.4	-16.6%	3.9%	9.0%	-19.2%	7.8%	i	12.6%	.
CCOC(=O)C1CCCN(C(=O)COc2ccc(S(=O)(=O)N(CC)c3ccccc3)cc2)C1 (stereo not drawn)	1.1	6.3%	-31.6%	3.0%	2.1%	-0.2%	i	2.4%	-6.3%
COc1ccc(C(=O)N2CCN(c3cnn(-c4ccccc4)c(=O)c3Cl)CC2)cc1	-1.0	-11.1%	1.8%	-9.9%	8.8%	1.6%	?	-0.3%	-20.9%[2.22 µM]
COc1ccc(OC)c(S(=O)(=O)N2CCC(NC(=O)c3ccccc3)CC2)c1	0.0	7.7%	-3.8%	17.7%	-23.5%	-0.6%	i	5.5%	.
CCOC(=O)C1CCN(Cc2cn3c(-c4ccc(OC)cc4)nnc3s2)CC1	.	-2.3%	4.2%	-1.4%	.	5.7%	i	.	6.8%
COC(=O)C1=C[C@@H](C(=O)OC)C2C3=C(C(=O)C24CCCCC4)[C@H](C)n2c(=O)n(-c4ccccc4)c(=O)n2[C@@H]3C1 (stereo partly drawn)	1.3	6.5%&12.0%	2.3%&-11.1%	-3.2%&0.4%	11.0%&4.5%	-0.7%	?	-3.6%	9.8%
O=C(CC(=O)Nc1ccc(F)cc1F)Nc1ccc(F)cc1F	-1.6	-19.5%	-10.5%	0.6%	1.6%	0.2%	i	9.9%	-10.2%
COc1cccc(CN2C(=O)C3(SCC(=O)N3c3ccc(C(C)C)cc3)c3ccccc32)c1 (stereo not drawn)	.	-15.3%	-5.3%	3.7%	?	0.6%	i	.	0.0%
CCc1nc2c(cnn2-c2ccc(F)cc2)c(=O)n1-c1ccc(N2CCC(C)CC2)cc1	-5.0	-28.8%	-5.5%	1.0%	?	-0.4%	i	-2.6%	-7.6%
Cc1ccc(C)c(NC(=O)CN(C)C(=O)c2cccc(S(=O)(=O)N(C)C)c2)c1	0.2	4.9%	0.1%	-6.2%	1.3%	-0.4%	i	13.7%	-36.7%
Cc1ccc(SCC(=O)Nc2cc(S(=O)(=O)N3CCCCC3)ccc2C)cc1	-1.1	-0.7%	-29.2%	-0.8%	?	6.2%	?	6.2%	3.4%
O=C(O)/C=C/c1ccc(S(=O)(=O)N2CCN(CCN3C(=O)C4C5C=CC(C5)C4C3=O)CC2)cc1 (stereo not drawn)	-0.2	0.8%	4.4%	-4.7%	-8.8%	0.1%	i	14.7%	1.4%
O=C(CCCn1c(=O)c2sccc2n(Cc2ccc(F)cc2Cl)c1=O)NCc1ccc2c(c1)OCO2	.	13.2%	5.4%	-2.8%	?	-0.4%	.	.	.
CC1CCCN(C(=S)SCC(=O)c2cc(Br)cc(Br)c2O)C1 (stereo not drawn)	-3.5	8.2%	1.6%	-1.6%	1.6%	0.0%	.	3.9%	.
Cc1nn(C)c2ncc(C(N)=O)c(Oc3cccnc3)c12	-2.3	-7.4%	0.1%	-0.3%	-10.7%	-0.3%	i	13.3%	0.2%
Cc1ccc2nc(NC(=O)c3cc(=O)c4cc(Cl)ccc4o3)sc2c1	.	-50.8%	-2.2%	-9.9%	14.5%	0.4%	i	.	8.8%
CCCN(Cc1nnc(-c2cccs2)o1)C(=O)c1cc(S(=O)(=O)N2CCOCC2)ccc1C	0.7	-9.9%	-9.9%	-1.2%	-0.6%	-0.6%	i	6.0%	-3.6%
COc1ccc(-c2nnc(SCC(=O)c3ccc([N+](=O)[O-])cc3)o2)cc1OC	.	-0.4%	0.0%	-1.7%	3.7%	-0.6%	i	.	12.8%
CN(Cc1cccs1)C(=O)c1cc(S(=O)(=O)N2CCOCC2)ccc1N1CCCC1	-0.1	-2.1%	-2.7%	-2.1%	-8.2%	0.0%	i	6.7%	2.1%
COc1ccc(N2CCN(C(=O)C(=O)c3cn(CC(=O)N4CCCCCC4)c4ccccc34)CC2)cc1	0.7	-3.2%	?	-6.2%	-16.1%	0.0%	i	11.2%	-5.6%
Cc1cc(C)cc(NS(=O)(=O)c2cc(Br)cnc2N)c1	-1.7	-41.5%	?	-11.3%	-25.2%	2.2%	i	-9.0%	-5.1%
Cc1ccc2c(CC(=O)N3CCN(c4cccc(Cl)c4)CC3)coc2c1	.	-24.4%	?	0.3%	-19.5%	5.5%	i	.	-24.3%

Remaining list, next part:
SMILES	IL2 activator	HepG2 tox	TGFb SMAD3 inh	A549 tox	Nrf2 block	Nrf2 ARE act	ATXN viability	EPAC2 agonist	ATXN2 expr inh
Cc1ccccc1NC(=O)CCS(=O)(=O)c1ccc(Br)cc1	0.2	-2.6%	-12.3%	3.0%	-6.5%	-0.6%	i	5.4%	7.4%
CC(NC(=O)CSc1n[nH]c(-c2ccccc2)n1)c1nc2ccccc2n1C (stereo not drawn)	.	1.0%	13.4%	-10.7%	.	-0.4%	.	.	.
CC(O/N=C/c1ccccc1OC(F)F)C(=O)Nc1cccc(S(=O)(=O)N2CCOCC2)c1 (stereo not drawn)	0.5	8.1%	-26.3%	0.1%	-8.2%	0.6%	i	-5.6%	-10.4%
O=C(COc1ccc(S(=O)(=O)N2CCCC2)cc1)Nc1ccc(F)cc1	-3.2	-2.5%	-1.3%	1.9%	1.6%	0.3%	i	1.7%	2.4%
COC(=O)c1ccc(OCC(O)CN2CCN(CC(O)COc3ccc(C(=O)OC)cc3)CC2)cc1 (stereo not drawn)	2.1	-16.7%	-26.1%	22.0%	9.2%	3.5%	i	16.7%	.
CC1(c2nnnn2-c2ccc3c(c2)OCCO3)CCC(=O)N1C1CCN(Cc2ccccc2)CC1 (stereo not drawn)	0.4	.	.	.	.	0.6%	?	3.1%	-10.8%
Cc1nc(SCC(=O)Nc2ccc3[nH]c(=O)[nH]c3c2)nc(C)c1C	-0.7	-36.2%	-8.5%	-11.4%	?	0.4%	i	10.2%	3.3%
CCCc1oc(C(=O)O)cc1CN	0.4	6.1%	-1.9%	0.1%	24.3%	1.6%	i	0.7%	2.1%
Cc1cc(C)n(CC(=O)c2cccc([N+](=O)[O-])c2)n1	-3.1	1.1%	9.2%	1.3%	2.8%	0.3%	i	3.9%	-10.4%[11.3 µM]
Oc1ccc(Br)cc1-c1nc2cnccn2c1NC1CCCC1	-2.6	11.2µM*	-28.3%	-18.8%	?	-0.5%	i	6.0%	-16.1%
N#CNC(=Nc1cccc(F)c1)SCc1cccc(F)c1	-5.3	-40.1%	10µM*	-9.0%	23.1µM*	18.3%	i	-3.9%	-5.6%
O=C(CC1CC2CCC1C2)Nc1nc(-c2ccccn2)cs1 (stereo not drawn)	-0.9	-23.1%	-28.7%	-8.7%	?	5.3%	?	14.0%	-23.8%
CCN(CC)CCCN(Cc1cc2cc3c(cc2[nH]c1=O)OCO3)C(=S)NCCOC	-2.8	13.7%	3.1%	-9.2%	-8.6%	-0.7%	i	5.3%	.
O=C(NCc1ccccc1)C1=C[C@@H](c2ccc(C(F)(F)F)cc2)C[C@@H](OCCCCO)O1	-0.1	-17.6%	?	-4.4%	2.7%	11.6%	?	-7.4%	?
O=C1[C@@H]2C(c3cccnc3)=NO[C@@H]2C(=O)N1c1ccc(Cl)cc1Cl	-0.8	-2.2%	2.1%	?	0.1%	-0.1%	?	4.0%	.
COC(=O)C(CCCCNC(=O)c1ccc([N+](=O)[O-])cc1)NC(=O)c1ccc([N+](=O)[O-])cc1 (stereo not drawn)	-2.7	-5.0%	3.6%	1.0%	-2.5%	-0.3%	i	6.7%	-15.1%
CS(=O)(=O)c1ccc(Cl)c(NC(=O)C2CC(=O)N(Cc3ccccc3)C2)c1 (stereo not drawn)	-2.2	-2.7%	2.8%	3.7%	-8.3%	-0.4%	i	0.6%	-9.9%
Cc1ccc(Cc2nc3ccccc3nc2SCC(=O)Nc2ccc3c(c2)OCO3)cc1	.	-2.8%	-10.0%	-3.1%	.	0.1%	i	.	4.2%

In a second layout: 3 of the compounds above
structure,IL2 activator,HepG2 tox,TGFb SMAD3 inh,A549 tox,Nrf2 block,Nrf2 ARE act,ATXN viability,EPAC2 agonist,ATXN2 expr inh
Cc1nc(SCC(=O)Nc2ccc3[nH]c(=O)[nH]c3c2)nc(C)c1C,-0.7,-36.2%,-8.5%,-11.4%,?,0.4%,i,10.2%,3.3%
CCCc1oc(C(=O)O)cc1CN,0.4,6.1%,-1.9%,0.1%,24.3%,1.6%,i,0.7%,2.1%
Cc1cc(C)n(CC(=O)c2cccc([N+](=O)[O-])c2)n1,-3.1,1.1%,9.2%,1.3%,2.8%,0.3%,i,3.9%,-10.4%[11.3 µM]

Screens as filed in PubChem.
